D1 ag – agonists of human D1 dopamine receptor; HEK293 T-REx D1 cells, calcium flux, agonist mode; activation, % at 2 µM; P21728; hit rate 1% among 360,000; in the data active = activation above about 30%; note: 0% is about no effect
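Agonism was scored from calcium flux recorded over 180 s (1 read/s) after pintool compound addition, following a 10-cycle baseline. Cells were inducible force-coupled HEK293 TREx D1, plated overnight at 30 C and loaded with no-wash calcium dye.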
D2 antag – D2 dopamine receptor (human) antagonism | HEK293 TREx D2 cells, calcium flux, dopamine EC80 | inhibition, % at 10 µM | hit rate 2% among 340,000 | AID 485344; in the data active = inhibition above about 30%; note: 0% is about no effect
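Read-out: kinetic calcium fluorescence (1 cycle/s) in inducible HEK293 T-REx D2 cells after an EC80 dopamine addition that followed 180 s compound preincubation. Loss of the dopamine response indicates antagonism.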
TRHR PAM – allosteric enhancers of human TRH receptor. AID 493056. enhancement, % at 2 µM. TRHR cells, fluo-8 calcium fluorescence, EC20 TRH enhancement. hit rate 0.66% among 360,000; in the data active = enhancement above about 30%; note: 0% is about no effect
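Enhancer read-out: after compound pinning and an initial kinetic agonist-mode read, an EC20 of TRH (10 nM final) was injected and fluo-8 calcium signal (Ex 480/Em 530) followed at 1 s/cycle for 100 cycles in TRHR-expressing cells.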
D2 agonist – activates the human D2 dopamine receptor; AID 485358; hit rate 0.53% among 340,000; HEK293 T-REx D2 cells, calcium flux agonist mode; activation, % at 2 µM; P14416;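 active = activation over 3 SD above normal in the single-dose calcium agonist read, cut at about 30% in these data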; note: 0% is about no effect
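Tetracycline-induced HEK293 Trex cells with D2 receptor force-coupled to calcium signaling, plated overnight at 30 C and loaded with no-wash calcium dye. Calcium flux read kinetically for 180 s after compound addition; responses flag agonists.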
RXFP1 ag – activates the human relaxin receptor RXFP1; Q9HBX9; HEK293T-RXFP1 cAMP TR-FRET, 30 min; response scale: percent of porcine relaxin response, buffer zero; Potency, µM (titrated, usually from 57.5 µM), inactives show at the highest dose activation, usual class: activators; hit rate 0.3% among 370,000; AID 2676; active = well fitted activation curve with a large enough effect; inconclusive = small, poorly fitted or top-dose-only effect; note: potency is the fitted concentration of half-maximal effect; % is set by controls: 0 for no effect and ±100 for the full control effect; nearly all actives have a fitted effect of over 60% in size; many of its hits are not listed in these tables
Target sequence (Q9HBX9 whole entry, looked up): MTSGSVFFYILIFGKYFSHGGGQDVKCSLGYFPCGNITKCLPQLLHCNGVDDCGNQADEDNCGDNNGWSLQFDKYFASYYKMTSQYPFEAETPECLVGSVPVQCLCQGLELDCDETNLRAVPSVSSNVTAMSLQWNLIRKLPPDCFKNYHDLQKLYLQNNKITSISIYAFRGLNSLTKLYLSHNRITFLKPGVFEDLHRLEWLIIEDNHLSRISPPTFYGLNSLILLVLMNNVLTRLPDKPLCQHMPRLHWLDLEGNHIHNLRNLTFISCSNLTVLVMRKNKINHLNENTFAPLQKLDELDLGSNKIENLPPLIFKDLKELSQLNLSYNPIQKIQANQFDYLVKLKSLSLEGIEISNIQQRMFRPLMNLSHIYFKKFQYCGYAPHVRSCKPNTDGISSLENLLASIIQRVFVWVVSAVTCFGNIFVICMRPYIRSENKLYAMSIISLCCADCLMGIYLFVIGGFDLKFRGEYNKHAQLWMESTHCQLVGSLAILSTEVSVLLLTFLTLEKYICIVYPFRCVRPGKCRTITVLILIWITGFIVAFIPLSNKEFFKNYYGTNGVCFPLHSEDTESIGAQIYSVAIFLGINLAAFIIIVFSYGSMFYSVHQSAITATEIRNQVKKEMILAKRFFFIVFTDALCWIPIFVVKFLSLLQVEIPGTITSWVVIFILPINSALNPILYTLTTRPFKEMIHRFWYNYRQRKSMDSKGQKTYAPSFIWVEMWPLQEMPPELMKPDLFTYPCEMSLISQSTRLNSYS
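cAMP rise read by TR-FRET after 30 min, 37C compound exposure (up to 58 uM) in RXFP1-transfected HEK293 cells with Ro 20174 present. EC50 from Hill-equation fits, with 29 nM porcine relaxin as 100% and buffer as basal.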
RXFP1 antagonist – RXFP1 (human) relaxin receptor antagonism. HEK293-RXFP1, relaxin-stimulated cAMP HTRF, 30 min; active compounds read low. hit rate 0.59% among 350,000. Q9HBX9. activity change, negative = inhibition, % at 57.5 µM;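 active = activity change of -60% or lower, but not beyond a set lower limit; inconclusive = change between -60% and -40%, or beyond the set limit; inactive = change above -40%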; note: % is set by controls: 0 for no effect and ±100 for the full control effect
D1 antagonist – blocks dopamine activation of the human D1 receptor. HEK293 TREx D1 cells, calcium flux, dopamine EC80; active compounds read low. activity change, negative = inhibition, % at 10 µM. hit rate 3.2% among 360,000. AID 504652; in the data active = activity change below about -30%; note: % is set by controls: 0 for no effect and ±100 for the full control effect
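Compound effects on dopamine-evoked calcium signalling were measured in tetracycline-induced HEK293 Trex D1 cells. Dopamine at EC80 followed a 180 s compound pre-read, and fluorescence was tracked kinetically for 180 s more.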
D1 potentiator – enhances dopamine response at the human D1 receptor; P21728; HEK293 TREx D1 cells, calcium flux, dopamine EC20 potentiation; potentiation, % at 10 µM; hit rate 0.036% among 360,000; AID 504651; in the data active = potentiation above about 30%; note: 0% is about no effect
D2 potentiator – D2 dopamine receptor (human) potentiation. P14416. HEK293 T-REx D2, calcium flux, EC20 dopamine potentiation. potentiation, % at 10 µM. hit rate 0.34% among 340,000. AID 485347;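 active = potentiation over 3 SD above the plate norm, cut at about 30% in these data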; note: 0% is about no effect
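Tetracycline-induced HEK293 T-REx cells force-coupled to calcium signalling expressed D2; compounds were pin-added after a 10 s baseline, read kinetically 180 s, then an EC20 dopamine challenge followed with a further 180 s calcium read.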
Active calls of the source: *; ? = inconclusive; · = not tested or not shown. A portion of the library. The share of hits here may be higher or lower than overall.

nr	SMILES	D1 antagonist	D2 antag	RXFP1 antagonist	D1 ag	TRHR PAM	D1 potentiator	D2 agonist	D2 potentiator	RXFP1 ag
1	COc1ccc(OC)c2[nH]c(=O)c(CCNC(=O)C3CCCCC3)cc12	-1	-2	-4	2	-9	2	0.7	-12	0.0%
2	O=C(C[n+]1ccccc1)Nc1cc(C(F)(F)F)ccc1Cl	-1	2	·	4	8	-3	-1.0	4	-0.5%
3	COC(=O)NNC(=O)c1ccccc1C	-4	19	-7	1	1	0	0.1	-3	1.4%
4	O=C(COC(=O)CC1c2ccccc2CCN1S(=O)(=O)c1ccccc1)Nc1ccccc1 (stereo not drawn)	8	10	6	2	-9	-2	-0.5	6	0.1%
5	COc1cc(CNc2ccccc2SC)cc(OC)c1OC	6	-5	?	6	8	4	0.3	0	0.8%
6	O=C(O)CC(c1ccc(OC2CCCC2)cc1)N1C(=O)c2ccccc2C1=O (stereo not drawn)	10	-3	2	3	0	-4	-1.3	7	-1.8%
7	O=S(=O)(c1ccc(N2CCCC2)nc1)N1CCCC1	2	19	2	1	-4	-7	0.4	-13	1.6%
8	CN1CCN(c2ccc(NC(=O)c3ccccc3Br)cc2)CC1	0	4	-9	3	2	-16	1.0	25	1.0%
9	O=S(=O)(/C=C/c1ccccc1)N1CCN(Cc2ccc3c(c2)OCO3)CC1	-15	-37	0	-5	-3	-5	-0.2	4	1.5%
10	O=C(O)c1cnn(-c2nc(-c3ccc(Br)cc3)cs2)c1C(F)(F)F	-22	-2	18	3	4	-2	-2.5	5	25%
11	CCC(=O)NC(c1cccs1)c1cc(Cl)c2ccccc2c1O (stereo not drawn)	·	3	·	-1	-6	-2	0.1	6	2.6%
12	CCCCn1c(N2CCCC2)nc2c1c(=O)[nH]c(=O)n2C	-15	-17	-6	2	-6	-3	-0.1	2	2.1%
13	COc1ccccc1CNC(=O)CCNS(=O)(=O)c1ccc2c(c1)CC(C)N2C(C)=O (stereo not drawn)	-1	-3	-11	1	16	0	-0.3	3	-0.3%
14	Cc1ccc(OCCn2cnc3c2c(=O)n(C)c(=O)n3C)cc1	-32*	5	-5	6	3	-6	0.7	-1	9.7%
15	CCC(=O)Nc1cccc(NC(=O)CSc2nc3c(c(=O)n(C)c(=O)n3C)n2C)c1	3	8	15	4	2	-6	-1.2	-13	?
16	Cn1c(=O)oc2cc(S(=O)(=O)NCCC(=O)Nc3ccc(F)c(Cl)c3)ccc21	-6	·	-7	2	1	-2	-0.7	-4	-0.5%
17	COc1cccc(-c2sc3ccc(OC)cc3c2-c2ccc(O)cc2)c1	·	6	·	-1	3	-1	1.3	-12	1.4%
18	O=C(COc1ccccc1[N+](=O)[O-])Nc1cccc(S(=O)(=O)NC2=NCCCCC2)c1	6	18	-3	5	0	-2	-0.3	-7	-0.2%
19	CC(=O)OCc1c(C(F)(F)F)nn(C)c1Sc1ccccc1	21	-2	-6	2	2	5	1.3	-6	0.4%
20	COc1ccc(-n2cnc3ccccc32)cc1	-10	-5	4	-1	3	1	-1.0	14	0.5%
21	O=S(=O)(Nc1ccc(Cc2ccncc2)cc1)c1ccc(Cl)c(Cl)c1	-1	3	-4	6	-8	12	-0.2	7	0.5%
22	CCOc1ccc(S(=O)(=O)N(CC(N)=O)c2ccc(C)cc2)cc1	16	0	-2	3	3	-3	-0.3	-1	-0.2%
23	COc1cccc(NC(=O)c2ccccc2F)c1	-25	-1	·	1	4	-8	-0.6	8	1.3%
24	CCCCn1c(SCC(=O)N2CCCCC2C)nc2cc(S(N)(=O)=O)ccc21 (stereo not drawn)	-7	-1	3	1	0	-9	-1.7	21	1.3%
25	CCOc1ccc(NC(=O)Nc2ccccc2C(N)=O)cc1	-5	2	-4	0	0	2	1.0	-6	0.2%
26	CCN1CCN(CCCNC(=O)CNC(=O)c2nn(-c3ccc(OC)cc3)c(=O)c3ccccc23)CC1	3	5	-2	2	-3	1	0.5	11	2.3%
27	S=C(Nc1ccccc1Cl)N(Cc1ccccc1)Cc1ccccn1	-19	-5	-13	7	3	-3	-0.7	21	0.9%
28	CCN(CC(=O)Nc1ccc(NC(C)=O)cc1)C(=O)Cc1ccc(S(=O)(=O)N2CCOCC2)s1	6	5	-19	4	1	-5	0.2	1	-0.6%
29	CN(C)CCNC(=O)C(=O)NCC(c1cccnc1)N1CCN(c2ccc(F)cc2)CC1 (stereo not drawn)	-2	·	-7	-1	-6	3	-0.7	2	-1.5%
30	Nc1ccccc1Nc1ccncc1[N+](=O)[O-]	14	15	-10	2	14	-6	-1.5	17	1.8%
31	O=C(O)CCc1nc(-c2cccs2)no1	8	-11	·	4	-2	-2	-0.8	5	-0.7%
32	CN(Cc1ccccc1)C(=O)C1CCN(S(=O)(=O)c2ccc3c(c2)oc(=O)n3C)CC1	6	·	·	-1	-8	3	-0.5	-5	1.7%
33	Cc1cccc(C(=O)/C=C2/c3ccccc3CC(C)(C)N2C)c1	-17	1	-6	3	1	-6	-2.1	0	0.0%
34	COc1ccccc1N(CC(=O)NC1CCCC1)C(=O)c1oc(C(C)(C)C)cc1C	0	-9	-8	8	-7	1	-0.4	0	2.6%
35	O=C(N/N=C/c1ccc(Cl)cc1Cl)c1ccc2nc[nH]c2c1	2	-10	0	2	-3	0	-0.1	-10	-0.9%
36	CCOc1ccccc1C(=O)NCCCCCC(=O)O	6	-25	-4	1	7	-4	-0.3	14	2.2%
37	CC(=O)Nc1cccc2c1OCCO2	-7	17	3	2	3	5	-0.2	-6	2.3%
38	COc1ccc(CNC(=O)C2CCCN(S(=O)(=O)c3cnc[nH]3)C2)cc1 (stereo not drawn)	-16	-9	·	4	-3	·	0.7	-7	0.1%
39	COc1ccc(OC)c(CC(=O)Nc2cc(S(=O)(=O)N3CCCCC3)ccc2C)c1	2	9	-1	-1	-4	-5	0.0	-1	0.1%
40	COc1ccc(OCCn2nnc3sc4c(c3c2=O)CCC(C(C)(C)C)C4)cc1 (stereo not drawn)	-10	·	0	1	1	-1	-0.7	2	2.3%
41	Cc1ccc(OC(=O)CSc2nnc(-c3ccc4c(c3)OCO4)o2)cc1	1	·	-10	-1	-3	-1	0.2	-4	6.4%
42	Cc1cccc(-n2c(C)cc(/C=N/NC(=O)c3ccc(CN4CCOCC4)cc3)c2C)c1	8	4	-11	14	20	0	0.5	-1	-1.3%
43	CCOC(=O)c1nnn(-c2nonc2N)c1CN1CCc2ccccc2C1	0	·	1	-1	-2	-3	·	·	0.5%
44	CN(C)C(=O)C(OC(=O)c1ccc2c(c1)CCCC2)c1ccccc1 (stereo not drawn)	21	-14	-31	1	9	0	-0.9	-3	0.2%
45	CC(=O)c1ccc(N2CCN(C(=O)C(=O)c3cn(CC(=O)N4CCCCCC4)c4ccccc34)CC2)cc1	-7	·	-5	4	-5	-2	·	·	2.8%
46	O=C(COc1cccnc1[N+](=O)[O-])NCc1ccccc1	2	13	7	3	5	5	0.6	5	-1.9%
47	Cc1ccccc1-c1nc2ccccc2c(=O)n1C1CCS(=O)(=O)C1 (stereo not drawn)	9	0	10	2	-2	1	0.4	0	-0.2%
48	O=C(O)CC(CP(=O)(c1ccccc1)c1ccccc1)C(=O)O (stereo not drawn)	-20	-6	9	1	-1	2	-0.7	-1	-0.2%
49	CC1CN(S(=O)(=O)c2ccc(Cl)c(S(=O)(=O)N3CC(C)OC(C)C3)c2)CC(C)O1 (stereo not drawn)	-5	-9	8	0	6	-3	-1.3	9	1.9%
50	O=C(Cc1cccs1)Nc1nncs1	-5	2	-13	4	3	-1	0.3	20	1.2%

(listing goes on)
nr	SMILES	D1 antagonist	D2 antag	RXFP1 antagonist	D1 ag	TRHR PAM	D1 potentiator	D2 agonist	D2 potentiator	RXFP1 ag
51	CCSc1nnc(NC(=O)C2CCCCC2C(=O)OCC(F)(F)C(F)F)s1 (stereo not drawn)	0	-7	1	7	2	-4	-2.3	20	-0.4%
52	O=C(NCc1cccs1)C(=O)c1cn(CC(=O)N2CCOCC2)c2ccccc12	17	17	-5	0	25	-4	0.1	-1	2.4%
53	c1cncc(CNc2ncnc3sc4c(c23)CCCC4)c1	-7	9	14	11	-9	5	-0.1	12	18%
54	CCc1cccc(NS(=O)(=O)c2ccc3c(c2)CC(C)N3C(=O)C2CC2)c1 (stereo not drawn)	-18	·	-24	8	-5	-3	-0.8	-7	-6.0%
55	Cc1[nH]c(=O)[nH]c(=O)c1S(=O)(=O)Nc1ccc(F)cc1Cl	5	-5	-7	3	8	1	-0.3	-2	1.5%
56	Cc1c(N2C(=O)/C(=C3\C(=O)N(CC(=O)O)c4ccccc43)SC2=S)c(=O)n(-c2ccccc2)n1C	12	-7	5	0	3	5	1.5	-5	-3.5%
57	COc1ccc(C(=O)NCCCOc2cccnc2)cc1OC1CCN(C(C)=O)CC1	5	-19	8	5	2	-1	1.1	4	0.1%
58	Cc1cc(NCCC(C)C)n2nc(C)c(-c3ccccc3)c2n1	·	3	-24	5	-1	-3	1.4	3	-1.6%

Whole records, looked up by structure. Order of values: D1 antagonist | D2 antag | RXFP1 antagonist | D1 ag | TRHR PAM | D1 potentiator | D2 agonist | D2 potentiator | RXFP1 ag
Cc1[nH]c(=O)[nH]c(=O)c1S(=O)(=O)Nc1ccc(F)cc1Cl reads 5 | -5 | -7 | 3 | 8 | 1 | -0.3 | -2 | 1.5%
Cc1cc(NCCC(C)C)n2nc(C)c(-c3ccccc3)c2n1 reads · | 3 | -24 | 5 | -1 | -3 | 1.4 | 3 | -1.6%

Compound activity (PubChem BioAssay)
